# AmpC inh no detg: qHTS Inhibitors of AmpC Beta-Lactamase (assay without detergent). P00811. AmpC nitrocefin hydrolysis, absorbance 480 nm, 0.0001% Triton. Potency, µM (series often up to 57.1 µM), for inactives: top-dose activity change, negative = inhibition, usual class: inhibitors. 330,000 tested, 0.52% active. AID 485341, 2010;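 further: potency means the concentration at half of the fitted maximal effect; plate controls were no compound for no effect and no enzyme for full effect; nearly all actives have a fitted effect of over 20% in size; some results filed as inactive show a strong effect at the top dose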
# Target sequence (P00811 whole entry, looked up): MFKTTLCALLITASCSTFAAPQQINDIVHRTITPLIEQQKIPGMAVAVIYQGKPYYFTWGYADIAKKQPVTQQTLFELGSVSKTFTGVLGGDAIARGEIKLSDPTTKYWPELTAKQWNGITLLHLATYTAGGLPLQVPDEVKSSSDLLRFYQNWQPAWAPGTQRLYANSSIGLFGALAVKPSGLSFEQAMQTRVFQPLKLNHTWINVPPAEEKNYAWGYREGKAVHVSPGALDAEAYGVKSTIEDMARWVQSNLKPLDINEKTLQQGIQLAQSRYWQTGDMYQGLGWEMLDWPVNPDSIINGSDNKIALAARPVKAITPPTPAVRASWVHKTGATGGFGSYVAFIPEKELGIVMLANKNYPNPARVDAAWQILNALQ
#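 20 mM phosphate pH 7.0 + 0.01% (detergent screen) or 0.0001% Triton X-100; 5.3 nM AmpC reagent; cpd preinc 15 min RT; nitrocefin (800 uM stock) to start; A480 q20 s × 4 min; Activity was normalised to no-enzyme and no-compound control wells.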
# TbPYK inhibitor: qHTS of Trypanosoma Brucei Inhibitors. Potency, µM (titrated, usually from 76.8 µM), without a hit: top-dose activity, negative = inhibition, actives largely listed as inhibitors. 410,000 tested, 0.12% active. pyruvate kinase (Trypanosoma brucei), Q57TT1. TbPYK enzyme, Kinase-Glo Plus ATP luminescence, 45 min; further: potency means the concentration at half of the fitted maximal effect; nearly all actives have a fitted effect of over 50% in size
#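 Quantitative HTS: titrated library compounds versus trypanosomal pyruvate kinase in TEA buffer (pH 7.2) containing KCl, MgCl2, BSA and Tween-20. Reactions were initiated with ADP, 130 uM final. Kinase-Glo Plus luminescence was read after 45 min at RT.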
# AmpC inh detg: qHTS Inhibitors of AmpC Beta-Lactamase (assay with detergent); 370,000 tested, 0.041% active; AID 485294, 2010; P00811; AmpC hydrolysis of nitrocefin, absorbance 480 nm, 0.01% Triton; Potency, µM (top dose mostly 114 µM), without a hit: at the highest dose activity change, negative = inhibition, actives largely listed as inhibitors;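 further: potency means the concentration at half of the fitted maximal effect; 0% = no-compound wells and -100% = no-enzyme wells; nearly all actives have a fitted effect of over 25% in size; some results filed as inactive show a strong effect at the top dose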
#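 20 mM phosphate pH 7.0 + 0.01% (detergent screen) or 0.0001% Triton X-100; 5.3 nM AmpC reagent; cpd preinc 15 min RT; nitrocefin (800 uM stock) to start; A480 q20 s × 4 min; Activity was normalised to no-enzyme and no-compound control wells.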
# HCV inh: qHTS Assay for Inhibitors of Hepatitis C Virus (HCV). Huh7.5.1 HCVcc-Cre infection, luciferase reporter, 44 h. Potency, µM (highest dose often 41.8 µM), inactives show at the highest dose activity change, negative = inhibition, actives largely listed as inhibitors. 340,000 tested, 3.4% active; further: potency means the concentration at half of the fitted maximal effect
#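 Whole-lifecycle infectious HCVcc-Cre system; cells 1,000/well, compound then virus (~0.5 moi) added 4 h after plating, 44 h culture. Luciferase read 15 sec following 15 min substrate incubation, room temp.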
# AMA1-RON2 inh: qHTS for Inhibitors of AMA1-RON; Towards Development of Antimalarial Drug Lead: Primary Screen. 360,000 tested, 0.2% active. Potency, µM (series often up to 58.2 µM), for the others: top-dose activity change, negative = inhibition, actives largely listed as inhibitors. AID 720542, 2013. AlphaScreen AMA1-biotinylated RON2 peptide binding;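 further: potency means the concentration at half of the fitted maximal effect; 0% = vehicle wells and -100% = peptide control; nearly all actives have a fitted effect of over 45% in size; some results filed as inactive show a strong effect at the top dose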
#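 AMA1 (3D7) with his tag at 25 nM final met compounds first, then biotinylated RON2 peptide at 25 nM; detection used donor plus acceptor beads, 10 µg/mL apiece, read by AlphaScreen after 30 min at room temperature.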
# LmPK inhibitor: qHTS Assay for Inhibitors of Leishmania Mexicana Pyruvate Kinase (LmPK); AID 1721, 2009; Potency, µM (doses to about 57.5 µM), without a hit: at the top dose activity change, negative = inhibition, actives largely listed as inhibitors; Q27686; purified LmPK, Kinase-Glo ATP luminescence, 1 h; 290,000 tested, 0.37% active; further: potency means the concentration at half of the fitted maximal effect
# Target sequence (Q27686 whole entry, looked up): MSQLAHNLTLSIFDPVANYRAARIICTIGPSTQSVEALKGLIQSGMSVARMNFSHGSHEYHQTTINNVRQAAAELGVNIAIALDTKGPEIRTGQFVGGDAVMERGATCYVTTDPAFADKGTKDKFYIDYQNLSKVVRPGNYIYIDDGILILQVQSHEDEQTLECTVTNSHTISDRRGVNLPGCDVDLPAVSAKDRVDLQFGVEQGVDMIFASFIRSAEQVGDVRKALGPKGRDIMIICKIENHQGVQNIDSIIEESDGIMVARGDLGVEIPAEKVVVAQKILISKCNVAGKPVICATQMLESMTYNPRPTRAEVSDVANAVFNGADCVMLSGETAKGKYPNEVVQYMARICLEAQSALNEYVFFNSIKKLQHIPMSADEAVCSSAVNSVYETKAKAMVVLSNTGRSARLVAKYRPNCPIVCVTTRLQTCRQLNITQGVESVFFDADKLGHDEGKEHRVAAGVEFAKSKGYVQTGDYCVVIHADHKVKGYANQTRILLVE
#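 Pyruvate kinase activity monitored as ATP production (luciferase luminescence). Conditions: 0.1 nM enzyme, 0.5 mM PEP, 0.1 mM ADP, 1 h, RT; normalized against uninhibited and no-enzyme wells.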
# HCMV antiviral: qHTS Assay for inhibitors of the human cytomegalovirus (HCMV) | activity change, negative = inhibition, % at 57.5 µM | 410,000 tested, 4.5% active | HFF cells, HCMV-luciferase reporter, 72 h; stronger effect = lower value; in the data active means activity change below about -60%; inconclusive means no clear call, values can overlap the other calls; inactive means above about -39%
#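 Cell-based, HFFs, 1000 cells/well, 16 h 37C; cpds in DMSO + HCMV-luc, MOI 1 PFU/cell; 72 h 37C; OneGlo luminescence after 5 min RT; norm. to buffer vs Salinomycin 10uM.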
# The depositor's hits bear a star; ? = inconclusive; . = no result given; & = joins results of further samples; [ ] = remark or other dose. Unless noted, the call rests on the fitted dose curve; in most records, active means well fitted curve in the direction sought with a large enough effect; inconclusive means small, poorly fitted or top-dose-only effect, or another doubt; inactive means no such curve, though single readings can be large; an effect the other way counts as inactive or inconclusive. Unless noted, on the % scale 0 is the no-effect control and ±100 the full control effect.
SMILES,AmpC inh no detg,TbPYK inhibitor,AmpC inh detg,HCV inh,AMA1-RON2 inh,LmPK inhibitor,HCMV antiviral
COCc1cc(=O)[nH]c(/N=C(\N)Nc2ccc(Cl)c(Cl)c2)n1,-14.1%,1.9%,-0.7%,12.5%,25.9%,1.3%,?
N#Cc1cnc(Nc2ccc(F)cc2)nc1N,-11.0%,-4.0%,-2.6%,-14.5%,9.8%,-4.3%,75.7
COc1ccc(S(=O)(=O)N2CCN(Cc3cc(OC)c(OC)c(OC)c3)CC2)cc1,5.8%,3.2%,-2.3%,4.1%,-5.5%,-6.4%,-26.3
S=C(Nc1ccccc1Cl)N1CCCC(c2ccccc2)=N1,-37.4%,-2.7%,?,-84.4%,-21.6%,0.1%,-25.0
COC(=O)C(C)Oc1ccc(Cl)c(CN2OCC(C)(C)C2=O)c1 (stereo not drawn),.,1.1%,.,5.9%,-4.5%,.,20.8
Cc1c2cnn(-c3ccccc3)c(=O)c2c(C)n1CCCC(=O)Nc1cc(F)ccc1F,.,0.0%,-3.1%,.,.,.,-12.0
CN(CC(=O)O/N=C(\N)c1cccc([N+](=O)[O-])c1)S(=O)(=O)c1ccccc1,-11.8%,-1.5%,-5.6%,-10.4%,-8.0%,4.1%,-17.9
COc1ccc(C(=O)ON=C2C=C(C)C(=O)C(C)=C2)cc1,-6.1%[2.29 µM],0.9%,5.8%,13.7%,-11.6%,-1.0%,-76.1*
CCCCOCP(=O)(CCCC)COCCCC,39.7%,2.0%,-1.3%,7.6%,27.4%,-0.1%,14.6
CCc1cc(OCCCSc2nc(C)cc(=O)[nH]2)ccc1Cl,-2.6%,-0.1%,2.0%,-7.8%,-13.3%,1.9%,?
O=C(CN1C(=O)c2ccccc2S1(=O)=O)NCCSC1CCCCC1,-9.3%,-10.4%,-14.1%,7.2%,-2.3%,3.1%,-13.7
COCCn1c(N)c(C(=O)OCc2ccccc2)c2nc3ccccc3nc21,83.2%[activator],-3.7%,-1.4%,-9.0%,39.9%[activator],7.9%,0.9
O=c1cc(-c2ccc(O)cc2)oc2cc(O)c([C@@H]3O[C@H](CO)[C@@H](O)[C@H](O)[C@H]3O)c(O)c12,-5.3%,-3.5%,.,19.6%,9.7%,.,13.0
O=C(CCCOc1ccc(Cl)cc1)Nc1ccc(N2CCOCC2)cc1,5.3%,-7.0%,7.0%,-19.5%,-21.7%,-1.4%,36.5
COc1ccc(NC(=O)CC(c2ccc(F)cc2)c2ccc(OC(C)C)cc2)cc1 (stereo not drawn),-15.4%,-1.9%,1.4%,?,10.9%[2.32 µM],5.0%,-35.0
N#C/C(=C/c1cccc(C(F)(F)F)c1)c1nc(CCN2C(=O)c3ccccc3C2=O)cs1,-33.0%,5.6%,-4.2%,-25.5%,-1.3%,3.1%,8.0
CN(C)/C=C(/C(=O)c1ccc(Cl)c(Cl)c1)c1nnnn1-c1ccccc1,7.7%,-1.5%,-3.0%,11.3%,25.1%,9.7%,17.6
N=C1C(c2ccccc2)=C(O)CN1c1ccc2c(c1)OCO2,-10.9%,3.7%,-11.6%,14.4%,2.7%,0.5%,45.5
CCOC(=O)c1c(C)[nH]c(C)c1S(=O)(=O)N1CCCC(C(=O)N2CCN(c3ccccc3F)CC2)C1 (stereo not drawn),.,-0.9%,-3.5%,.,.,.,8.9
CCCn1c(N)c(C(=O)CN(C)CC(=O)Nc2ccccc2CC)c(=O)[nH]c1=O,-18.1%,2.6%,?,1.2%,43.6%[activator],.,-103.3*
O=C(OCc1ccco1)c1cccnc1,-16.0%,4.3%,0.5%,-1.1%,-9.8%,11.3%,-23.5
COc1ccc(-c2noc(CN(C)C(=O)c3ccc4c(c3)OCO4)n2)cc1,3.4%,2.6%,-10.6%,7.6%,1.1%,2.8%,-35.5
CCCc1cc(=O)c2c(O)ccc(OC)c2o1,-13.0%,-1.1%,4.5%,?,-25.6%,5.7%,23.8
COc1cc(C(=O)Oc2ccccc2)ccc1OCc1c(C)noc1C,-18.5%,-4.7%,-11.1%,6.9%,?,1.3%,20.7
CCn1ncc(N(C)N)c(Cl)c1=O,1.0%,-0.1%,?,-2.4%,-1.2%,1.5%,0.1

# Four records picked at random from the list so far, as already listed:
SMILES,AmpC inh no detg,TbPYK inhibitor,AmpC inh detg,HCV inh,AMA1-RON2 inh,LmPK inhibitor,HCMV antiviral
COc1ccc(NC(=O)CC(c2ccc(F)cc2)c2ccc(OC(C)C)cc2)cc1 (stereo not drawn),-15.4%,-1.9%,1.4%,?,10.9%[2.32 µM],5.0%,-35.0
O=c1cc(-c2ccc(O)cc2)oc2cc(O)c([C@@H]3O[C@H](CO)[C@@H](O)[C@H](O)[C@H]3O)c(O)c12,-5.3%,-3.5%,.,19.6%,9.7%,.,13.0
COCCn1c(N)c(C(=O)OCc2ccccc2)c2nc3ccccc3nc21,83.2%[activator],-3.7%,-1.4%,-9.0%,39.9%[activator],7.9%,0.9
COC(=O)C(C)Oc1ccc(Cl)c(CN2OCC(C)(C)C2=O)c1 (stereo not drawn),.,1.1%,.,5.9%,-4.5%,.,20.8

# Next part:
SMILES,AmpC inh no detg,TbPYK inhibitor,AmpC inh detg,HCV inh,AMA1-RON2 inh,LmPK inhibitor,HCMV antiviral
COc1ccc(-c2nc(C#N)c(N3CCC(C(N)=O)CC3)o2)cc1OC,-9.6%,.,3.3%,5.8%,-0.8%,-0.2%,59.9
CN(Cc1ccccc1C#N)S(=O)(=O)c1cccs1,-17.3%,-25.8%,-9.9%,-9.4%,3.6%,6.9%,23.0
Cc1cc(=O)oc2cc(OCC(=O)NCCCN3CCOCC3)ccc12,.,-2.4%,3.9%,-4.1%,-1.9%,3.9%,64.5
N[C@@H](Cc1ccc(O)c(I)c1)C(=O)O,-32.5%,.,-6.2%,-27.3%[8.37 µM],.,3.0%,.
O=C(CC1SC(=NCC2CCCO2)NC1=O)Nc1cc([N+](=O)[O-])ccc1Cl (stereo not drawn),-19.9%,-2.2%,?,17.4%,-17.2%,-3.8%,83.5
Cc1ccccc1C(OCCN(C(C)C)C(C)C)c1ccccc1 (stereo not drawn),25.8%,-16.0%,-4.7%,-2.3%,7.4%[11.6 µM],-10.3%,?
CC(C)[C@H](NC(=O)C1CCN(S(=O)(=O)c2ccc(F)cc2)CC1)C(=O)N1CCCC1,15.0%,-23.5%,3.4%,0.0%,11.0%,6.7%,2.8
COc1ccc(S(=O)(=O)N2CCC(C(=O)Nc3cccc(C(C)=O)c3)CC2)cc1,-38.4%,-4.3%,?,-2.9%,6.9%,3.3%,2.3
CSc1ccc(C(=O)C2CCCN(C(=O)c3ccc4c(c3)no[n+]4[O-])C2)cc1 (stereo not drawn),-6.6%,1.6%,6.7%,?,-0.8%,-1.0%,-25.6
COc1ccccc1CNC(=O)[C@@H](NC(=O)C1CCN(C(=O)[C@@H]2CCCN2)CC1)C(C)C,-14.7%,2.3%,?,5.4%,9.0%,-0.9%,26.2
Cc1cc(Nc2c(C#N)c(N)nn2C)ccc1F,-23.5%,6.8%,-4.8%,10.0%,9.9%,0.5%,-28.1
C[C@@H]1CN([C@H](C)CO)C(=O)Cc2cc(NC(=O)CCC(F)(F)F)ccc2O[C@@H]1CN(C)S(=O)(=O)c1ccccc1,.,2.9%,.,-5.3%[8.37 µM],-0.6%,.,-15.1
CCN(C(=O)CSc1nnc(C)n1-c1ccc(C)cc1)c1c(N)n(Cc2ccccc2)c(=O)[nH]c1=O,.,-4.9%,.,-3.7%,13.0%[11.6 µM],.,-28.9
CCOC(=O)C1CCCN(CC(=O)Nc2cc(C)c3c(=O)oc4ccccc4c3n2)C1 (stereo not drawn),.,-7.7%,4.3%,.,.,.,17.3
O=C(NCc1ccco1)c1noc2c1CCCC2,-15.8%,-0.3%,-9.7%,11.1%,-0.9%,-1.4%,22.8
Cc1c(C)c2cc(Cl)c(OC(C)C(=O)NCCN3CCOCC3)cc2oc1=O (stereo not drawn),49.0%,-9.1%,1.6%,5.8%,3.3%,-2.6%,-15.5
CC(=O)N1CCc2cc(S(=O)(=O)CCC(=O)NCc3cccs3)ccc21,-12.0%,-1.2%,-10.9%,9.9%,-8.9%,-2.5%,-5.9
CC(NC(=O)CSc1ccc(S(=O)(=O)N2CCOCC2)cn1)c1ccc(Cl)cc1Cl (stereo not drawn),.,2.1%,.,?,-6.5%,.,-13.0
CC(C)(C)NC(=O)c1nn(Cc2ccccc2)c(=O)c2ccccc12,19.6%,-0.9%,2.5%,-22.2%,-8.1%,2.2%,102.3
Cc1cccc(NC(=O)CCNC(=O)c2ccccc2)c1,-4.9%,5.3%,-2.9%,-0.1%,4.6%,-6.3%,4.1
COc1ccc(C(=O)N(Cc2sccc2C)C2CCS(=O)(=O)C2)cc1 (stereo not drawn),51.9%,0.1%&-7.7%,0.4%&15.0%,21.9%,15.6%,-5.7%,1.9&-39.8
Cc1ccc(C(=O)Oc2ccc(-c3nccc(-c4ccccn4)n3)cc2)cc1,-5.1%,0.3%,1.7%,13.9%,0.4%,6.5%,103.9
CCS(=O)(=O)N1CCN(c2ccc([N+](=O)[O-])c(NCc3ccccc3)c2)CC1,-40.7%,-4.8%,-1.0%,-0.9%,-13.9%,2.8%,-5.4
Cc1ccc2sc(N(Cc3cccnc3)C(=O)CCOc3ccccc3)nc2c1C,.,-1.3%[15.4 µM],6.6%,.,.,.,?
COc1cccc(NC(=O)CCN2C(=O)c3cccc([N+](=O)[O-])c3C2=O)c1,-23.1%,-11.4%,1.6%,28.3%,-8.8%,1.9%,-8.7
CCCCN(C(=O)CSc1ncnc2sccc12)c1c(N)n(Cc2ccccc2)c(=O)[nH]c1=O,204.1%[activator],1.0%,.,-11.9%,8.7%,.,-9.8
O=S(=O)(NCc1ccco1)c1ccc(Cl)nc1,-3.3%,-1.5%,2.8%,0.3%,-9.9%,10.2%,-28.3
N#CCCn1cc(/C=N/N=C2\NC(=O)C(CC(=O)O)S2)c(-c2ccc(F)cc2)n1 (stereo not drawn),-7.0%,-2.9%,1.9%,0.9%,140.6%[activator],-6.2%,-18.2
Cc1cc2cc(CCNC(=O)c3cccc([N+](=O)[O-])c3)c(=O)[nH]c2cc1C,-18.3%,3.1%,1.2%,?,24.4%,1.9%,-1.0
C=Cc1ccc(CC2(C)C(=O)Nc3ccc(Cl)cc32)cc1 (stereo not drawn),.,-8.0%,.,.,-23.1%,.,3.1

# Screening data deposited in PubChem by National Center for Advancing Translational Sciences (NCATS).
